Bioassay records from PubChem BioAssay.
Artemis inh: inhibitors of human Artemis endonuclease activity; recombinant Artemis, quenched FAM hairpin cleavage fluorescence; inhibition, % at 10 µM; 30,000 compounds, 0.78% hits;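 active = at 10 µM dose, at least 30% inhibition, measured as corrected fluorescence normalized to stimulator and neutral control wells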
Target sequence (Q96SD1 whole entry, looked up): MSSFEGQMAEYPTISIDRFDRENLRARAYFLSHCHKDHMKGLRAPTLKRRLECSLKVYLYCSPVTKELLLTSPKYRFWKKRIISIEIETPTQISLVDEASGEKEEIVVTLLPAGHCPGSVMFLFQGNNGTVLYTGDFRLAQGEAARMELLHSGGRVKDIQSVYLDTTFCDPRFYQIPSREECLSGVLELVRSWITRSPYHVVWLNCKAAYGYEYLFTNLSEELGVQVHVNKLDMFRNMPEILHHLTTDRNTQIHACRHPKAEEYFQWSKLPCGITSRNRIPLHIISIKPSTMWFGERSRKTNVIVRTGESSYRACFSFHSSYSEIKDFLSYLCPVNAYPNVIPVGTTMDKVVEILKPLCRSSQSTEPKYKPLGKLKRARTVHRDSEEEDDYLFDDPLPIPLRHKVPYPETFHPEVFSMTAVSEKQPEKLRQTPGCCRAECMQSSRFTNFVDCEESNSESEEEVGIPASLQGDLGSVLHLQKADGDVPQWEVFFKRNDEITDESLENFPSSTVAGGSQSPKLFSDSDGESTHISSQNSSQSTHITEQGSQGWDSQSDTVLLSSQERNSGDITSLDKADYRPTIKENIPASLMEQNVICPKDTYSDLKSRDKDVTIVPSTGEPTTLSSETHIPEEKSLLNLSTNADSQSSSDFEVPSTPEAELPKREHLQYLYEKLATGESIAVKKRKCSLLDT
* = called active by the depositor. An excerpt; the hit share may differ from the screen's.

mol,Artemis inh
c1ccc(-n2nnnc2N2CCOCC2)cc1,-10
CCN(CC)c1ccc(-c2nn3c(-c4n[nH]c5c4CCC5)nnc3s2)cc1,58*
CC(C)CNC(=O)c1c(N)n(/N=C/c2ccccn2)c2nc3ccccc3nc12,2
CCCc1cc(=O)[nH]c(SCC(=O)c2cc(C)n(C)c2C)n1,8
C=CCn1c(SCC(=O)NC2CCS(=O)(=O)C2)nc2sc(CC)cc2c1=O (stereo not given),3
COc1cc(/C=N/n2c(C)nnc2C)cc(OC)c1OC,2
O=C(c1cccc(Br)c1)N1CCN(C(=O)N2CCOCC2)CC1,2
Cc1ccc(-c2nn(-c3ccccc3)cc2CO)o1,-2
COc1cc(OC)c(C2C(C#N)=C(N)OC3=C2C(=O)CC(C)(C)C3)cc1OC (stereo not given),0
Cc1cc(CN2CCOCC2)c(O)c(C2(C)CCCCC2)c1,3
Cc1ccc(NC(=O)NNC(=O)C2CC(c3cccnc3)=NO2)cc1 (stereo not given),-4
CCCCN1C2=NCCCN2c2cc(C)c(C)cc21,-6
CCCC(c1nnnn1Cc1ccc(F)cc1)N1CCN(C2CCCCC2)CC1 (stereo not given),2
Cc1cccc(OCCSc2cc(C)nc(N)n2)c1,-2
O=C1C2C3c4ccccc4C(c4ccccc43)[C@@H]2c2nc3ccccc3n21 (stereo not given in full),0
Cc1ccc(N2CCN(C3=NC(=O)/C(=C\c4cccs4)S3)CC2)cc1,30*
CCn1c(-c2ccc(OC)c(OC)c2)n[nH]c1=S,4
O=C(Cc1cccs1)Nc1nc2ccccc2s1,-6
N#Cc1c(-c2cccs2)nc(SCC(=O)c2cccs2)[nH]c1=O,23
CCCCn1c(=O)[nH]c(=O)c2c1nc(-c1ccc(C#N)cc1)n2C1CCCC1,12

Single entries from the results shown.
Reading of CC(C)CNC(=O)c1c(N)n(/N=C/c2ccccn2)c2nc3ccccc3nc12 under Artemis inh: 2
Reading of CCCC(c1nnnn1Cc1ccc(F)cc1)N1CCN(C2CCCCC2)CC1 (stereo not given) under Artemis inh: 2

Further structures:
mol,Artemis inh
O=C(Nc1ccc(Cl)cn1)C1CCCN1S(=O)(=O)c1ccccc1 (stereo not given),2
O=C(CSc1ccc2c(c1)OCCO2)Nc1ccc(Br)cc1,4
CCOC(=O)CSc1cc(CSc2ccccc2)nc(-c2ccccc2)n1,-1
Cc1ccc(C(=O)Nc2cnc3sc(C)nn3c2=O)cc1,-12
Cc1cc(N2CCN(C(=O)OC(C)(C)C)CC2)n2ncnc2n1,3
CC(=O)N1CN(CCCn2ccnc2)Cc2c1sc1c2CCCC1,-2
CCOC(=O)CC1NC(=O)c2ccccc21 (stereo not given),-5
Cc1cc(C)c2nc(-c3ccccn3)cc(C(=O)Nc3cc(C)on3)c2c1,-3
COc1c(Cl)cc(C(=O)Nc2ccc(Cl)cn2)cc1Cl,-6
Cc1ccc(-n2ncc(-c3nnc(SCC(=O)NC4CCCC4)o3)c2N)cc1C,5
O=C(CCN1CCN(CC(=O)Nc2ccccc2F)CC1)Nc1ccccc1F,-6
CC(=O)Nc1c(S(=O)(=O)c2ccccc2)c2nc3ccccc3nc2n1Cc1ccccc1,1
CCN(CC(=O)NC1CCCCC1)S(=O)(=O)c1ccc(Cl)cc1,-8
C1=CC2CC1CC2CN1CCN(Cc2ccccc2)CC1 (stereo not given),3
COCc1[nH]nc2c1C(c1c(F)cccc1Cl)C(C#N)=C(N)O2 (stereo not given),1
FC(F)(F)C1=CC(c2ccccc2)=NCCN1,-11
O=C1[C@@H]2C(c3ccccc3Cl)=NO[C@@H]2C(=O)N1Cc1ccccc1,1
COc1ccc(CCNS(=O)(=O)c2ccc3c(c2)CC(C)N3C(C)=O)cc1OC (stereo not given),4
COC(=O)CNc1nc(-c2ccncc2)nc2ccccc12,-4
CCOC(=O)c1c(NC(=O)C2CCN(S(=O)(=O)c3cccs3)CC2)sc(C)c1C,7

(next part)
mol,Artemis inh
COc1ccc(NC(=O)Cn2nnc(-c3ccccc3NC(=O)c3ccco3)n2)cc1,0
O=C(NCN1C(=O)C2C3C=CC(C3)C2C1=O)Nc1ccccn1 (stereo not given),7
COc1ccc(COC(=O)Nc2cc3c(C(F)(F)F)nn(C)c3s2)cc1,1
COc1cc(C(=O)Oc2ccccc2N)cc(OC)c1OC,-6
CC(=O)c1cnc2cc(-c3ccc(Cl)cc3)nn2c1C,-3
O=C(CSc1ccccc1)Nc1ccc(N2CCN(c3ccccc3)CC2)c(F)c1,-5
Cc1ccccc1N1CCN(C(=O)C2CCCCC2)CC1,-5
C=CCc1ccc(OCCCCCN2CCOCC2)c(OC)c1,-1
Cc1cc(C(=O)N/N=C/C=C/c2ccc3c(c2)OCO3)n[nH]1,-1
O=C(CCCOc1ccccc1)Nc1cccc(C(=O)O)c1,4
CCOC(=O)NC(Nc1ccc(C)cn1)(C(F)(F)F)C(F)(F)F,-1
COC(=O)c1c(C(=O)OC)c2cc(C(=O)c3ccccc3)ccn2c1Cl,4
OCCNCCOc1ccccc1F,2
O=C(Nc1ccc2nsnc2c1)NC1CCCCC1,-8
Cc1ccc(-c2csc(N3CCC(NS(=O)(=O)c4ccc5c(c4)OCCO5)CC3)n2)cc1,5
N=c1n(CCO)c2ccccc2n1Cc1ccccc1Cl,-12
CC(=O)NCC(=O)N(c1c(C)n(C)n(-c2ccccc2)c1=O)C1(C(=O)NC2CCCC2)CCCCC1,-1
CC(C)(C)n1ncc2c(=O)n(CC(=O)N3CCCc4ccccc43)cnc21,3
c1cncc(C(c2nnnn2C2CCCCC2)N2CCN3CCCC3C2)c1 (stereo not given),-1
CCOC(=O)c1cc(C#N)c(Oc2ccccc2OC)nc1-c1ccccc1,6

(further entries)
mol,Artemis inh
Cc1cccc(N(CC(=O)NCc2ccc3c(c2)OCO3)C(=O)CCC(=O)Nc2ccccn2)c1C,6
O=C(NCCc1ccc(Cl)cc1)C1CCN(S(=O)(=O)c2cccc3nonc23)CC1,-16
CCOC(=O)c1cnc(SCC(=O)c2ccc(Cl)cc2)nc1N,9
CCn1nnnc1SCC(=O)Nc1cc(OC)cc(OC)c1,2
O=C(c1cccc(Cl)c1)N1CCN(C2CCCCCC2)CC1,-1
COc1cccc2c3c(c(C)nc12)CC(C)O3 (stereo not given),10
Cc1nc2ccccc2n1CC(O)COCC1CC=CCC1 (stereo not given),8
Cc1ccc(N2CN=c3s/c(=C\c4cccnc4)c(=O)n3C2)cc1,1
O=c1cc(N2CCC3(CC2)OCCO3)[nH]c(=O)n1C1CCCCC1,-3
CCc1c(C)nc2ncnn2c1Nc1ccc(C)c(C)c1,-9
Cc1nc(Oc2ccccc2)c2oc3ccccc3c2n1,6
CCC(CC)C(=O)c1c[nH]c(C(=O)NCCc2ccccn2)c1,6
CCc1nnc(NC(=O)c2ccc(S(=O)(=O)N(CCOC)CCOC)cc2)o1,9
CCCCN=C1N/C(=C\c2ccco2)C(=O)N1c1ccccc1,2
CCn1cc(C(=O)OCC(=O)N(C)C2CCS(=O)(=O)C2)c(=O)c2ccc(C)nc21 (stereo not given),-4
CCOC(=O)c1sc2ncnc(NCc3ccco3)c2c1C,5
CCOC(=O)C1CCN(S(=O)(=O)c2cccc(-c3cn4cc(C)ccc4n3)c2)CC1,-2
Cc1ccc(-n2c(C)cc(/C=N/NC(=O)CN(c3ccc(C)cc3C)S(C)(=O)=O)c2C)cc1,11
CCCCn1c(CCNC(=O)c2cccs2)nc2ccccc21,-4
CCOC(=O)c1cnc(SCC(=O)Nc2ccc3c(c2)OCCO3)nc1N,-1

Next structures follow:
mol,Artemis inh
CCOCc1cnc(C)nc1NCC(=O)c1c(C)n(C)c2ccc(OC)cc12,-1
CCn1c2ccc(/C(C)=N\O)cc2c2cc(/C(C)=N\O)ccc21,-2
CC(C)(C)OC(=O)N1CCN(c2ccc(NC(=O)Cn3nnc(-c4ccccc4)n3)cc2)CC1,3
N#Cc1ccccc1NC(=O)Nc1cccs1,-3
CCS(=O)(=O)N1CCN(c2cccc(C)c2C)CC1,-7
Cc1cccc(Nc2nnc(SCc3cn4ccsc4n3)s2)c1,-2
COc1ccc(Cl)cc1C(=O)NNC(=S)NC(=O)c1cc(-c2ccc(Cl)cc2)nc2ccccc12,8
COc1cccc(/C=N/n2c(-c3cccs3)n[nH]c2=S)c1,9
CCOC(=O)C(NC(=O)Nc1ncccn1)(Oc1ccccc1)C(F)(F)F (stereo not given),-7
CCN(CC)C(=S)SCC(=O)Nc1cccc(C(F)(F)F)c1,-4
N/C(=N\OC(=O)Cc1cccc2ccccc12)c1ccccn1,-3
COc1ccc(S(=O)(=O)NC(C)C(=O)Nc2cccc(C(C)=O)c2)cc1 (stereo not given),5
c1ccc([C@H]2CC3C[C@@H](c4ccccc4)N2O3)cc1,-2
COc1ccc(C(=O)C(CN2CCCC2)c2ccccc2)cc1 (stereo not given),2
Cc1cc(OC(=O)N2CCCCC2)cc(C)c1Cl,3
C=CCN(CC=C)Cc1ccc(C(=O)OC)o1,-7
Cc1cc(Nc2ncc(Cl)cc2Cl)n(-c2ccccn2)n1,-4
CC(C)(C)CC(=O)Nc1nnc(-c2cccs2)s1,2
CC(C)CCNC(=O)C(c1cccnc1)N(Cc1ccccc1)C(=O)Cn1nnc2ccccc21 (stereo not given),1
O=C(Oc1cccnc1)c1ccco1,-4

(cont.)
mol,Artemis inh
CC1=CS(=O)(=O)CC1Sc1ncn[nH]1 (stereo not given),-11
CCC(=O)NCCc1nc2ccccc2n1Cc1ccccc1,-3
Cc1ccccc1N1CCN(C(=O)c2ccccc2NC(=O)/C=C\C(=O)O)CC1,10
O=C(Nc1ccc(Cl)c(Cl)c1)N1CC=CCC1,-2
c1ccc(CN2CCN(c3nc(-c4ccccc4)nc4ccccc34)CC2)cc1,4
CCOC(=O)C1=C(CSc2nc(-c3ccncc3)ccc2C#N)OC(N)=C(C#N)C1c1ccc(OC)cc1 (stereo not given),15
CCOC(=O)/C(C#N)=C1/C=CN(c2ccccc2)C=N1,-5
CCc1n[nH]c2c1/C(=N\O)CC(C)(C)C2,3
Cc1nc(SCC#N)c2c3c(sc2n1)CCC3,8
Cc1nc(-c2cccc(NS(=O)(=O)c3ccccc3)c2)cs1,-6
O=C(C(Cc1ccccc1)N1C(=O)C2C3C=CC(C3)C2C1=O)N1CCCCC1 (stereo not given),-4
CCOc1ccc(N2CC(C(=O)Nc3ccc(N4CCOCC4)cc3)CC2=O)cc1 (stereo not given),6
CCOC(=O)c1nc(-c2ccccc2)oc1N(C)C,-5
Cc1ccc(S(=O)(=O)N2CCN(C(=O)COc3ccc(NC(=O)c4ccco4)cc3)CC2)cc1,-6
CCNC(=S)N(Cc1ccc2c(c1)OCO2)C1CC(=O)N(c2ccc(OC)cc2)C1=O (stereo not given),5
Cc1ccc(NN2C(=O)C=C(c3ccc(Cl)cc3)C2=O)cc1,-1
CCOc1ccc(NC(=O)C2CC(=O)N(c3cc(C)cc(C)c3)C2)cc1 (stereo not given),-6
COc1ccc(C(=O)c2nc3c(n2O)CCCCC3)cc1,6
Cc1cc(C(=O)COC(=O)c2n[nH]c3ccccc23)c(C)n1CC1CCCO1 (stereo not given),-3
CCN(CCCNC(=O)C1CCC(=O)N1C1CCCC1)c1cccc(C)c1 (stereo not given),-10

Fetched by structure from the entries so far, 2 records:
mol,Artemis inh
CCOC(=O)c1nc(-c2ccccc2)oc1N(C)C,-5
c1ccc(CN2CCN(c3nc(-c4ccccc4)nc4ccccc34)CC2)cc1,4

Sorted by molecular weight (smallest number first): part of the list above.
mol,Artemis inh
CCc1n[nH]c2c1/C(=N\O)CC(C)(C)C2,3
CCOC(=O)/C(C#N)=C1/C=CN(c2ccccc2)C=N1,-5
CCN(CCCNC(=O)C1CCC(=O)N1C1CCCC1)c1cccc(C)c1 (stereo not given),-10
c1ccc(CN2CCN(c3nc(-c4ccccc4)nc4ccccc34)CC2)cc1,4
Cc1cc(C(=O)COC(=O)c2n[nH]c3ccccc23)c(C)n1CC1CCCO1 (stereo not given),-3
Cc1ccccc1N1CCN(C(=O)c2ccccc2NC(=O)/C=C\C(=O)O)CC1,10
CCOC(=O)C1=C(CSc2nc(-c3ccncc3)ccc2C#N)OC(N)=C(C#N)C1c1ccc(OC)cc1 (stereo not given),15

(continued)
mol,Artemis inh
COc1ccccc1Nc1ncccc1C(=O)O,-6
CCOC(=O)C1C(=O)CC(C)(O)C(C(=O)OCC)C1/C=C/c1ccccc1 (stereo not given),-4
CCCCn1c(-c2nn(C)cc2Cl)n[nH]c1=S,-4
COc1ccc2c(c1)[nH]c1c(=O)n(CCCN3CCOCC3)cnc12,-3
Cc1ccc(NC(=O)c2cc(N3C(=O)C4CC=CCC4C3=O)ccc2N2CCOCC2)cc1Cl (stereo not given),0
CCOC(=O)c1c(-c2ccccc2)nnn1-c1nc(OCC)nc(N2CCCCC2)n1,20
CCOC(=O)C(=O)Nc1ccc(F)cc1,0
Cc1ccccc1S(=O)(=O)Cc1ccc(C(=O)N2CCN(c3cccc(C)c3C)CC2)o1,16
O=C(O)c1ccc(S(=O)(=O)Nc2ccc(F)c(Cl)c2)cc1,-3
COc1ccc(CCNC2=NCCS2)cc1,1
CCOc1ccc(C(=O)CN2CCN(S(=O)(=O)c3ccc(F)cc3)CC2)cc1,-2
CN(c1ccc(C(=O)Nc2ccccc2C(=O)N2CCCC2)cc1)S(C)(=O)=O,-5
CCOC(=O)N1CCN(CC(O)COc2ccccc2C(C)C)CC1 (stereo not given),-7
Cc1cccc(C)c1NC(=O)COc1cccc(/C=N/NC(=O)C(=O)NCc2ccccc2)c1,1
CCOC(=O)c1[nH]c2ccc(OC)cc2c1NC(=O)N1CCOCC1,-10
COC(=O)c1cc(=O)nc2sccn12,-7
Cc1cc(C)n(Cc2n[nH]c(=S)n2Cc2ccccc2)n1,-7
CC(C)OC(=O)c1c(NC(=O)c2cnn3c2NC(c2ccccc2)CC3C(F)(F)F)sc2c1CCCC2 (stereo not given),13
O=C(CC(=O)c1ccccc1)Nc1ccc2c(c1)OCCO2,-5
